UTI89 phage lysis: inhibition of K1F phage lysis, E. coli UTI89, bacterial capsule biogenesis inhibitors, alamar blue (AID 488966); inhibition, % at 100 µM; hits with a dose series show IC50 in µM; 340,000 compounds, 0.02% hits; E. coli UTI89 K1F phage lysis, alamar blue, 2 h; higher % means a stronger effect;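 active = phage lysis inhibition, versus mean bacterial control, above a set limit; inconclusive = no clear call, values can overlap the other calls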;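 also: capsule biogenesis inhibitors block K1F phage lysis so surviving cells raise fluorescence; higher fluorescence means more inhibition of phage lysis; actives were called in the ten point dose series up to 300 µM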
Yfh1-off respiration: enhancers of respiration in Yfh1-depleted yeast, dose response, Friedreich's ataxia, plus single-dose screen (AID 1465). S. cerevisiae Yfh1-off respiration, WST-1 reduction, 72 h; higher fold induction means a stronger effect. one-dose fold induction at 50 µM; EC50 in µM for titrated hits. 220,000 compounds, 0.074% hits;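 active = fold induction of absorbance versus untreated yeast above a set limit, then at least 30% activation at any dose in follow-up; inconclusive = repeats straddling the limit, or above it without dose testing; inactive = fold induction below the set limit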;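 also: activators that raise dye reduction in frataxin-depleted yeast; strong numbers were not always called active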
West Nile antiviral: West Nile virus antiviral activity, cell-based, CPE readout (AID 1621). one-dose CPE inhibition, % at 10 µM; IC50 in µM for titrated hits. West Nile virus-infected cells, CPE inhibition; higher % means a stronger effect. 290,000 compounds, 0.02% hits; in the data active = a potency from the dose series; inconclusive = CPE inhibition mostly from about 3.7% at the one dose, without a potency; inactive = the rest, 99 in 100 with CPE inhibition below about 2.2%; also: strong numbers were not always called active
SV40 large T antigen: SV40 large T antigen inhibitors, biochemical (AID 1903). 310,000 compounds, 0.39% hits. one-dose inhibition, % at 20 µM; IC50 in µM for titrated hits. SV40 large T antigen ATPase/helicase inhibition assay; higher % means a stronger effect; in the data active = a potency from the dose series; inconclusive = inhibition mostly from about 32% at the one dose, without a potency; inactive = the rest, 99 in 100 with inhibition below about 32%; also: strong numbers were not always called active
NS5 inhibitors: Dengue-2 NS5 methyltransferase inhibitors, primary screen, biochemical, confirmation dose response (AID 588689) | Dengue-2 NS5 methyltransferase capping enzyme assay, biochemical; higher % means a stronger effect | inhibition, % at 25 µM; hits with a dose series show IC50 in µM | 340,000 compounds, 0.3% hits; in the data active = a potency from the dose series; inconclusive = inhibition above about 29% without an active follow-up result
WT yeast gro inh: growth inhibition of WT strain, primary screen, mitochondrial fusion inhibitor project, WT and mutant strains, chemical genetic; mitochondrial fusion phenotypic screen; inhibition, % at 10 µM; 190,000 compounds, 2.1% hits; in the data active = inhibition above about 58%; tested in S. cerevisiae
XIAP antagonists: XIAP antagonists, biochemical, IAP family, fluorescence polarization (AID 1018); E3 ubiquitin-protein ligase XIAP (Homo sapiens); XIAP BIR domain, fluorescence polarization peptide displacement; higher % means a stronger effect; one-dose displacement, % at 20 µM; IC50 in µM for titrated hits; 200,000 compounds, 0.007% hits; in the data active = displacement above about 50%; also: a part of the inactive calls stands beside numbers as strong as those of hits
RSV CPE inhibition: RSV antiviral activity via CPE protection, HEp-2 cells, primary 10 µM value included (AID 2391). HEp-2 cells, RSV-induced CPE inhibition; higher % means a stronger effect. CPE inhibition, % at 10 µM; hits with a dose series show IC50 in µM. 310,000 compounds, 0.13% hits; in the data active = a potency from the dose series; inconclusive = CPE inhibition mostly from about 23% at the one dose, without a potency; inactive = the rest, 99 in 100 with CPE inhibition below about 21%; also: strong numbers were not always called active
CSM14.1 death rescue: rescue of cells from ER stress-induced death, primary screen, 384-well, CSM14.1, thapsigargin, ATP luminescence (AID 1222); CSM14.1 thapsigargin-induced death rescue, ATP luminescence; higher % means a stronger effect; cellular ATP content (survival), % at 20 µM; hits with a dose series show EC50 in µM; 190,000 tested, under 10 active;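 active = EC50 below 50 µM in the dose-response confirmation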;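 also: death triggered by thapsigargin at about 15 µM added after 2 h compound pretreatment; cell ATP read after overnight thapsigargin exposure of roughly 18 to 22 hours; normalized against plate controls of thapsigargin alone and 5% DMSO vehicle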
WT yeast gro inh mutant strain: second read-out of WT yeast gro inh, no call of its own (marks repeat the call); inhibition, %; mitochondrial fusion phenotypic screen, mutant strain inhibition
NS5 inhibitors pilot replicate: second read-out of NS5 inhibitors, no call of its own (marks repeat the call); inhibition, %; measured here: pilot screen replicate inhibition
* marks the source's active call; other numbers are inactive results; i = inactive; u = inconclusive; x = not tested or not shown; & = joins results of further samples; [ ] = dose if it differs, or a comment.

SMILES | UTI89 phage lysis | Yfh1-off respiration | West Nile antiviral | SV40 large T antigen | NS5 inhibitors | WT yeast gro inh | WT yeast gro inh mutant strain | XIAP antagonists | RSV CPE inhibition | CSM14.1 death rescue | others
CNC(=S)N/N=C(\C)c1cccc(C(F)(F)F)c1 | 0.1% | i | -0.6% | 10% | 2% | 2 | 28 | -3.0% | 50% | -0.7%
CCOc1ccc(/C=C/C2=CC(C)(C)NC(=S)N2)cc1 | -0.1% | i | -1.8% | 14% | -7% | 21 | 6 | -1.5% | 0.2% | 0.8%
CC(C(=O)O)c1cccc(C(=O)c2ccccc2)c1 (stereo not drawn) | 2.8% | i | -0.1% | -2%&-2% | 6% | -15 | 2 | -3.7% | -0.8% | 3.0%
C/C(=N/NS(=O)(=O)c1ccc(C)cc1C)c1ccc2c(c1)OCO2 | -0.8%[50 µM] | x | -0.4% | 18% | -8% | x | x | x | 0.0% | x
CC(C)CCc1c(O)nc(SCC(=O)N2CCCCCC2)[nH]c1=O | -1.2% | x | -0.4% | 4% | -4% | x | x | x | 1.9% | x
O=C(O)c1cnn2c(C(F)F)cc(C(F)F)nc12 | 0.5% | i | u | 7% | 6% | -7 | 5 | -5.8% | 1.6% | -1.8%
O=C(CN1CCN(c2ccc(O)cc2)CC1)Nc1cc(S(=O)(=O)N2CCCCC2)ccc1Cl | 0.7% | i | -1.6% | 29% | 1% | 1 | 7 | -6.4% | u | -0.5%
Cc1cccc(OCC(=O)Nc2ccc3oc(=O)ccc3c2)c1C | 0.3% | x | -0.3% | -6% | -3% | x | x | x | -0.1% | x
Cc1ccc(NC(=S)NN(C)c2nc(C)cnc2C)cc1 | 2.6%[50 µM] | i | -0.3% | 12% | -3% | -1 | 3 | 0.2% | 4.3% | -1.0%
O=C(NC1CCCCC1)N1CCc2ccccc2C1 | 0.4% | i | -0.1% | -4% | -8% | 6 | -16 | -2.7% | 2.5% | 2.1%
CC(C)(C)OC(=O)N1CCC(C(=O)O)CC1 | 3.7% | i | -0.6% | 3% | -1% | 4 | 16 | -8.2% | 1.2% | -1.9%
Nc1nnc(SCc2ccc3c(c2)OCO3)s1 | -0.2% | i | 0.2% | 3% | 6% | -1 | -7 | -7.0% | 2.2% | 1.6%

By substructure: the entries above containing an aryl thioether with sulfur outside any ring (2)
SMILES | UTI89 phage lysis | Yfh1-off respiration | West Nile antiviral | SV40 large T antigen | NS5 inhibitors | WT yeast gro inh | WT yeast gro inh mutant strain | XIAP antagonists | RSV CPE inhibition | CSM14.1 death rescue | others
CC(C)CCc1c(O)nc(SCC(=O)N2CCCCCC2)[nH]c1=O | -1.2% | x | -0.4% | 4% | -4% | x | x | x | 1.9% | x
Nc1nnc(SCc2ccc3c(c2)OCO3)s1 | -0.2% | i | 0.2% | 3% | 6% | -1 | -7 | -7.0% | 2.2% | 1.6%

More records.
SMILES | UTI89 phage lysis | Yfh1-off respiration | West Nile antiviral | SV40 large T antigen | NS5 inhibitors | WT yeast gro inh | WT yeast gro inh mutant strain | XIAP antagonists | RSV CPE inhibition | CSM14.1 death rescue | others
Cc1nn(Cc2c(Cl)cccc2Cl)c(C)c1NC(=O)CCCn1nc([N+](=O)[O-])c(Cl)c1C | 0.4% | i | -0.9% | -11% | -8% | -2 | 8 | -7.8% | 13% | -1.5%
c1ccc(-c2nc(NCC3CCCO3)c3oc4ccccc4c3n2)cc1 (stereo not drawn) | 3.2% | i | -0.8% | 18% | -2% | 33 | 46 | -3.9% | 2.9% | 0.2%
C=CC[n+]1cccc(-c2cc3ccc(C)cc3[nH]2)c1 | -0.3%[50 µM] | x | 0.1% | 8% | 0% | x | x | x | 6.7% | x
CCOC(=O)C(C#N)C(c1cccnc1)c1c(C)[nH][nH]c1=O (stereo not drawn) | -0.8% | i | 0.1% | 18% | 4% | 19 | 28 | -0.1% | 1.1% | x
CN(Cc1nc(-c2cccnc2)no1)S(=O)(=O)c1ccc(Br)cc1 | 0.0% | i | -0.1% | 9% | -9% | 7 | 2 | -5.8% | 2.6% | 0.0%
COc1n[nH]c(C(=O)Nc2nc3ccccc3s2)c1[N+](=O)[O-] | 5.3% | i | -0.8% | 16% | 4% | 27 | 24 | -3.6% | 20% | -0.5%
c1ccc(-c2cc(-c3ccc(N4CCOCC4)cc3)nc3ccccc23)cc1 | 1.6%[50 µM] | i | 0.7% | 15% | 4% | 36 | 21 | -4.9% | 43% | -1.7%
COc1ccc(S(=O)(=O)NCC2CCCN(C(=O)CN3CCCCC3)C2)cc1 (stereo not drawn) | -0.2% | i | -0.3% | -5% | -6% | -16 | -18 | -3.4% | -2.2% | -0.7%
O=C(CCNC(=O)c1ccc(Br)cc1)Nc1cccc(S(=O)(=O)N2CCCCCC2)c1 | -1.5% | x | x | 14% | -4% | x | x | x | 20% | x
CCc1cc(=O)oc2c3c(cc(OCC(=O)NCc4cccnc4)c12)OC(C)(C)CC3 | -1.8% | x | 0.1% | 0% | -13% | x | x | x | -0.3% | x
CCOCCCNc1nc(C(F)(F)F)nc2c1nnn2Cc1ccccc1Cl | -0.1% | x | -1.7% | 5% | 5% | x | x | x | 6.5% | x
CCN(CC)C(=O)c1cc2sc3ccccc3c2s1 | 0.7% | i | -0.4% | 9% | -3% | 15 | 1 | -2.4% | 20% | -1.1%

Next part (2 carried over from the part before).
SMILES | UTI89 phage lysis | Yfh1-off respiration | West Nile antiviral | SV40 large T antigen | NS5 inhibitors | WT yeast gro inh | WT yeast gro inh mutant strain | XIAP antagonists | RSV CPE inhibition | CSM14.1 death rescue | others
CCOCCCNc1nc(C(F)(F)F)nc2c1nnn2Cc1ccccc1Cl | -0.1% | x | -1.7% | 5% | 5% | x | x | x | 6.5% | x
CCN(CC)C(=O)c1cc2sc3ccccc3c2s1 | 0.7% | i | -0.4% | 9% | -3% | 15 | 1 | -2.4% | 20% | -1.1%
CC(OC(=O)c1ccc2ncsc2c1)C(=O)NCc1ccccc1 (stereo not drawn) | x | i | -0.4% | 4% | x | -3 | 10 | -5.7% | 2.9% | 9.1%
CCOc1ccc(CCNC(=O)CN2CCN(Cc3ccc(F)cc3)C2=O)cc1OCC | -0.1% | i | -0.3% | -9% | -1% | -9 | -3 | -4.3% | 0.2% | -0.2%
CCN1CCN(C(=O)CSc2nc(N)cc(N)n2)CC1 | -0.5% | i | 0.2% | 5% | -8% | -4 | -2 | -4.5% | 1.0% | 1.3%
CCc1cc(C(=O)c2ccccc2)c(N)s1 | -0.5% | x | -1.1% | 1% | -14% | x | x | x | 1.1% | x
Cc1cc(C)nc(N2CCC(C(=O)NC3CCCCCC3)CC2)n1 | 2.0% | i | -0.1% | x | 6% | x | x | x | -1.1% | x
O=C(c1ccc(F)cc1F)N1CCCC(c2nc(-c3ccc(F)cc3)no2)C1 (stereo not drawn) | 0.2% | x | -1.2% | 2% | -3% | x | x | x | 3.8% | x | NS5 inhibitors pilot replicate=-1.8
Cc1ccccc1N=C1c2ccccc2C(=O)C1[N+](=O)[O-] (stereo not drawn) | 0.1% | i | 0.3% | 3% | -5% | -4 | -9 | 8.0% | 1.6% | 0.2%
COc1ccc(C2C(C(=O)N3CCN(c4ccccc4)CC3)c3ccccc3C(=O)N2C)cc1OC (stereo not drawn) | 5.2% | i | 0.0% | 8% | -3% | 0 | -2 | -9.2% | 1.2% | -0.2%
CCOCCCNC(=O)C(NC(=O)c1ccc2c(c1)OCO2)c1ccccc1 (stereo not drawn) | 0.2% | i | -0.3% | -8% | -1% | 3 | 12 | -3.7% | 1.0% | -0.4%
CCCS(=O)(=O)N1CCC(C(=O)NCCCN2CCC(Cc3ccccc3)CC2)CC1 | -0.9% | i | -0.8% | 20% | 1% | -1 | 11 | -20% | -0.2% | 1.7%
O=C(OCC(=O)N1CCCC1=O)C1CCN(S(=O)(=O)c2c(Cl)cccc2Cl)CC1 | 0.0% | x | 0.6% | -2% | 0% | x | x | x | 1.8% | x
CC(C)Cn1c(-c2ccccc2F)n[nH]c1=S | 0.1% | i | 0.3% | -4% | -10% | -2 | 5 | -6.5% | 0.7% | 1.1%
Cc1ccc(C(C)C)c(OCC(=O)OCC(=O)NC2CCS(=O)(=O)C2)c1 (stereo not drawn) | 0.6%[50 µM] | x | x | 7% | -4% | x | x | x | 0.2% | x
COc1cc(NC(=O)c2cccnc2SC)cc(OC)c1 | 0.1% | i | -0.3% | 0% | -4% | -8 | -8 | 1.3% | 1.9% | 0.2%
COc1ccc(N2C(=NC(=O)C3CCCCC3)SC3CS(=O)(=O)CC32)c(OC)c1 (stereo not drawn) | -2.8% | x | 0.1% | 6% | 2% | x | x | x | 2.5% | x
CCOc1ccc(N(C(=O)Cn2nnc3ccccc32)C(C(=O)NC(C)(C)CC)c2cccn2C)cc1 (stereo not drawn) | 1.0% | i | -0.4% | 13% | 1% | -9 | -13 | -1.0% | -0.4% | -0.6%
CCOC(=O)c1ccc(N/C(=N\S(=O)(=O)c2ccccc2C)c2ccccc2)cc1 | 1.1% | i | -0.1% | 1% | 5% | 6 | 15 | -4.1% | 7.1% | -0.4%
COCCNC(=O)C1CCCN(S(=O)(=O)c2cccc3nsnc23)C1 (stereo not drawn) | 0.8% | x | -0.7% | -3% | 1% | x | x | x | 7.2% | x
CC(=O)[C@@H]1[C@@H](C(=O)c2ccc(C)cc2)[C@]2(C(=O)Nc3ccccc32)[C@H]2C=Cc3cc(F)ccc3N12 | 3.6% | i | -0.4% | 17% | -4% | 21 | 0 | -14% | 12% | -1.6%
O=C(O)CSc1nnc(CNc2ccccc2Cl)n1-c1ccccc1 | 0.1% | i | -0.2% | 2% | -8% | -2 | -8 | -17% | 0.3% | -2.2%

High-throughput results from PubChem.
